Source: PubChem
TRPV1 agonist = HTS Assay for Compounds that Act as Agonists of the Vanilloid Receptor 1 | Transient receptor potential cation channel subfamily V member 1 (Homo sapiens), Q8NER1 | TRPV1-expressing cells, Fluo-8 calcium influx, agonist mode | activation, % at 8.33 µM | 0.19% of 320,000 active | AID 540275, 2011; in the data active means activation above about 80%; inconclusive means between about 30% and that limit; further: 0% is about no effect
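Fluo-8 calcium influx in TRPV1-expressing cells, kinetic read (ex 480/em 520 nm). Compound added and read 3 min for agonist activity, followed by capsaicin at EC20 final and 2 min further read for enhancement.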
Menin-MLL TR inh = qHTS Assay for Inhibitors Targeting the Menin-MLL Interaction in MLL Related Leukemias: Competition With Texas Red Labeled MLL-derived Mutant Peptide | O00255 | Menin + Texas Red MLL mutant peptide, fluorescence polarization | Potency, µM (highest dose often 61.6 µM), inactives show at the highest dose FP activity change, negative = inhibition, usual class: inhibitors | 0.23% of 270,000 active | AID 1768, 2009; active means well fitted inhibition curve with a large enough effect in the polarisation, with a control signal flat, not every such curve was filed as active; inconclusive means small, poorly fitted or top-dose-only effect, or effect the other way, or a change in a side signal; inactive means no such curve, though single readings can be large or run the other way; the % refers to the polarisation; further: potency means the concentration at half of the fitted maximal effect; % of control where 0% means no effect; many of its hits are not listed in these tables
Target sequence (O00255 whole entry, looked up): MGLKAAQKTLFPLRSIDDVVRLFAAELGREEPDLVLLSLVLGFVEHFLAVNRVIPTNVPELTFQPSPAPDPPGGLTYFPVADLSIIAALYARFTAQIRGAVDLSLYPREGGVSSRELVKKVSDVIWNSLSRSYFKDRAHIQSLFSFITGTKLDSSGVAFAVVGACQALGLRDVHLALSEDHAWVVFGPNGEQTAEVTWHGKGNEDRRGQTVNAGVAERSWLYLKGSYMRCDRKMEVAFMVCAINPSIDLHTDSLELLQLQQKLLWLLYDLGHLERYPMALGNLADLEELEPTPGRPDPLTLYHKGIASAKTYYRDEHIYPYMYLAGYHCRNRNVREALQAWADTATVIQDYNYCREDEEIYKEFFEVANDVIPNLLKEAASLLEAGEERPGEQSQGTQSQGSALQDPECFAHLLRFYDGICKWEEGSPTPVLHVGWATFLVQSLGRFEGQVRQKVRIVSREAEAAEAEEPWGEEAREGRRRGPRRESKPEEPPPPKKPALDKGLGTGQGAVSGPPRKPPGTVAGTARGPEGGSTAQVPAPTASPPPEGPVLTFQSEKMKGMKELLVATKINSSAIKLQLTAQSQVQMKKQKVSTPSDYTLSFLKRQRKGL
Giardia kill = Small Molecules that selectively kill Giardia lamblia: qHTS | Giardia lamblia trophozoite viability | activity change, % at 7.66 µM, hits read low | 0.15% of 340,000 active | AID 540267, 2011; in the data active means activity change below about -80%; inconclusive means between about -30% and that limit;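 further: parasites exposed to compound for two days anaerobically before the ATP read; on the % scale 0 is the no-effect control and ±100 the full control effect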
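Trophozoites 100 cells/well + cpd; 48 hrs, 37 deg C, anaerobic. ATPLite 1-Step added, 15-30 min RT, luminescence read (ATP-based viability).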
USP2a block = qHTS Assay for Inhibitors of Ubiquitin-specific Protease USP2a Using CHOP2 as the Reporter; Ubiquitin carboxyl-terminal hydrolase 2 (Homo sapiens), O75604; AID 463254, 2010; Potency, µM (highest dose often 38.3 µM), for the others: at the highest dose activity change, negative = inhibition, usual class: inhibitors; USP2 core, Ub-CHOP2 coupled fluorogenic reporter, 485/531; 0.01% of 330,000 active;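 further: potency means the concentration at half of the fitted maximal effect; plate controls were DMSO wells for no effect and full inhibition by NEM control for full effect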
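Cell-free coupled assay: 10nM USP2 core preincubated 30min RT with compound in Tris-HCl pH 8.0/CaCl2/CHAPS buffer, then 25nM Ub-CHOP2 and 25nM reporter substrate; fluorescence (Ex 485/Em 531) read after 60min RT, normalized to NEM inhibition, concentration-response curves fitted.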
KCNH2 WT inh = qHTS for Inhibitors of KCHN2 3.1: Wildtype qHTS; U2OS, BacMam KCNH2, thallium flux FluxOr; active compounds read low; Voltage-gated inwardly rectifying potassium channel KCNH2 (Homo sapiens), Q12809; 0.37% of 340,000 active; activity change, % at 1.84 µM; AID 720551, 2013;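 active means maximum activity change below -70%; inconclusive means maximum activity change between -70% and -50%; inactive means maximum activity change above -50%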; further: on the % scale 0 is the no-effect control and ±100 the full control effect
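U2OS cells transduced with wild-type KCNH2 virus are loaded with FluxOr dye for 45 min, and thallium flux is measured in kinetic reads before and after stimulation buffer. Rate constants are normalized to DMSO controls.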
PKM2 activator = qHTS Assay for Activators of Human Muscle isoform 2 Pyruvate Kinase; purified PKM2, Kinase-Glo ATP luminescence, activation; response scale: 0% is enzyme alone, no compound; 0.34% of 260,000 active; Potency, µM (top dose mostly 57.5 µM), without a hit: at the top dose activation, hits mostly activators; Pyruvate kinase PKM (Homo sapiens), P14618; further: potency means the concentration at half of the fitted maximal effect; on the % scale 0 is the no-effect control and ±100 the full control effect; nearly all actives have a fitted effect of over 55% in size
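Purified hPK-M2 (>95% pure) converted ADP (0.1 mM final) to ATP with 0.5 mM PEP in 50 mM imidazole pH7.2, KCl, MgCl2, Tween 20, BSA; 1 h at room temperature. ATP detected by Kinase-Glo luminescence.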
GALK inhibitor = qHTS Assay for Inhibitors of Human Galactokinase (GALK) | Potency, µM (top dose mostly 57.5 µM), for the others: at the top dose activity change, negative = inhibition, hits mostly inhibitors | 0.007% of 270,000 active | Purified GALK, Kinase-Glo residual ATP luminescence | P51570; further: potency means the concentration at half of the fitted maximal effect; on the % scale 0 is the no-effect control and ±100 the full control effect
Target sequence (P51570 whole entry, looked up): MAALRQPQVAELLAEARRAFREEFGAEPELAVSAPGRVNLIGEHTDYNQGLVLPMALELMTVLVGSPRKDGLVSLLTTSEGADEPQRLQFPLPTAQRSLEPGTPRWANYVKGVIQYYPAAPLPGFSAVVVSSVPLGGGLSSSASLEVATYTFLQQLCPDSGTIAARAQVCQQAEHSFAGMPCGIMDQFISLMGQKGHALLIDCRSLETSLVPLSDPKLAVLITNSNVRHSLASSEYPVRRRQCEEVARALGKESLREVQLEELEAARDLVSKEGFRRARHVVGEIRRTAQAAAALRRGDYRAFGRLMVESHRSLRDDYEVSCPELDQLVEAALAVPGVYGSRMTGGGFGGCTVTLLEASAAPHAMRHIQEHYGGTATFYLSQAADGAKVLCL
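The enzyme phosphorylates galactose (100 uM) using ATP (35 uM); inhibition is detected as higher residual ATP, quantified by bioluminescence after 1 h reaction at room temperature, pH 8.0.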
Coupling enz = qHTS Assay for Inhibitors of Fructose-1,6-bisphosphate Aldolase from Giardia Lamblia: Coupling assay counterscreen. activity change, negative = inhibition, % at 58.2 µM, hits read low. coupling enzyme system counterscreen, AmpLite Red fluorescence. 0.67% of 290,000 active. AID 2472, 2010; in the data active means activity change below about -30%; further: on the % scale 0 is the no-effect control and ±100 the full control effect
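Activity here indicates interference with the coupling reaction, not aldolase inhibition. Compounds at 57.5 uM final met coupling enzymes for 10 min at RT; substrate and AmpLite Red detection followed, with a 525/598 nm fluorescence read after 20 min.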
B2AR arrestin = qHTS assay of beta-arrestin-biased ligands of beta2-adrenergic receptor. Beta-2 adrenergic receptor (Homo sapiens), P07550. beta-arrestin recruitment to beta2AR, cell-based reporter. Potency, µM (series often up to 46.1 µM), inactives show at the top dose activation, usual class: activators. 0.02% of 330,000 active;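 further: potency means the concentration at half of the fitted maximal effect; 0% = DMSO controls and full agonism = EC100 isoproterenol or metaproterenol; nearly all actives have a fitted effect of over 65% in size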
CXXC DNA block = qHTS Fluorescence Polarization Assay for Inhibitors of MLL CXXC domain - DNA interaction. Potency, µM (highest dose often 115 µM), for the others: at the highest dose activity change, negative = inhibition, usual class: inhibitors. 0.037% of 290,000 active. MLL-CXXC / FITC-HOXA9 DNA fluorescence polarization; active means well fitted inhibition curve with a large enough effect in the polarisation, with a control signal flat, not every such curve was filed as active; inconclusive means small, poorly fitted or top-dose-only effect, or effect the other way, or a change in a side signal; inactive means no such curve, though single readings can be large or run the other way; the % refers to the polarisation; further: potency means the concentration at half of the fitted maximal effect
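Purified MLL-CXXC (added from a 7 uM solution) was preincubated 5 min at ambient with pinned compounds in 50 mM Tris-HCl pH 7.5, 50 mM NaCl, 1 mM DTT, 0.05% BSA. Fluorescein-labeled HOX-A9 DNA (50 nM solution) followed, 30 min, then polarization read.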
KCNH2 3.1 inh = qHTS for Inhibitors of KCHN2 3.1: Mutant qHTS; Potassium voltage-gated channel subfamily H member 2, brain isoform KCNH2 3.1 (human); U2OS KCNH2 3.1, thallium flux FluxOr; active compounds read low; activity change, % (tested at about 1.8 µM); 0.95% of 340,000 active;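 active means maximum activity change below -70%; inconclusive means maximum activity change from -70% to -50%; inactive means maximum activity change above -50%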;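 further: thallium influx rate constant from kinetic fluorescence after stimulation buffer; on the % scale 0 is the no-effect control and ±100 the full control effect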
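Virally transduced U2OS (3.1 isoform, 4 h infection in dark at RT) → overnight 37 C → FluxOr + Red40 in HBSS/HEPES, 45 min → stimulation buffer, 2 min kinetic read → rate constant vs DMSO controls.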
* hit, by the source's call; [ ] = dose if it differs, or a comment. Unless noted, the call rests on the fitted dose curve; in most records, active means well fitted curve in the direction sought with a large enough effect; inconclusive means small, poorly fitted or top-dose-only effect, or another doubt; inactive means no such curve, though single readings can be large; an effect the other way counts as inactive or inconclusive.

Screening CCS(=O)(=O)c1nc(S(=O)(=O)c2ccc(C)cc2)c(N2CCOCC2)s1 returned TRPV1 agonist 5, Giardia kill -3, USP2a block 1%, KCNH2 WT inh 6, GALK inhibitor 0%, B2AR arrestin 0.2%, CXXC DNA block 4% and KCNH2 3.1 inh 6.
CC(C)CC(=O)Nc1nnc(S(=O)(=O)N2CCc3ccccc32)s1 was read as TRPV1 agonist 2, Menin-MLL TR inh -1%, Giardia kill inconclusive, USP2a block 0%, KCNH2 WT inh -13, PKM2 activator 9%, Coupling enz 3, B2AR arrestin 0.2%, CXXC DNA block 5% and KCNH2 3.1 inh 21.
For COc1ccccc1C1C2=C(CC(C)(C)CC2=O)N(CC(=O)O)C2=C1C(=O)CC(C)(C)C2 the results were TRPV1 agonist -1, Menin-MLL TR inh -17%, Giardia kill -4, USP2a block -5%, KCNH2 WT inh 0, PKM2 activator 3%, GALK inhibitor 4%, Coupling enz -10, B2AR arrestin 0.0%, CXXC DNA block -9% and KCNH2 3.1 inh 1.
Screening N#CC1(NC(=O)CSc2nnc3n2CCCCC3)CCCCC1 returned Giardia kill -18, USP2a block 0%, KCNH2 WT inh 0, B2AR arrestin -0.1% and KCNH2 3.1 inh 14.
Screening CCOC(=O)c1cnc(-n2nc(C)cc2C)nc1NC1CCCCC1 returned TRPV1 agonist inconclusive, Menin-MLL TR inh inconclusive, Giardia kill 6, USP2a block -9%, KCNH2 WT inh -105*, PKM2 activator -7%, GALK inhibitor -1%, Coupling enz -1, B2AR arrestin 0.3%, CXXC DNA block 1% and KCNH2 3.1 inh -12.
O=C(NNC(=O)C1CCC1)c1ccccc1F was read as TRPV1 agonist -1, Giardia kill -3, USP2a block 0%, KCNH2 WT inh 5, B2AR arrestin -0.7% and KCNH2 3.1 inh 7.
For Brc1ccccc1-c1nc2c3ccccc3ncn2n1 the results were TRPV1 agonist 27, Giardia kill -10, USP2a block -2%, KCNH2 WT inh 1, B2AR arrestin -0.1% and KCNH2 3.1 inh -2.
C=CCNC(=O)Cc1c(OC)ccc2cc(Br)ccc12 was read as TRPV1 agonist -1, Menin-MLL TR inh 0%, Giardia kill -5, USP2a block 4%, KCNH2 WT inh -18, PKM2 activator -6%, GALK inhibitor 3%, Coupling enz 1, B2AR arrestin 0.1%, CXXC DNA block -8% and KCNH2 3.1 inh 6.
For CCOC(=O)c1sc2nc(CSCC(=O)OCc3ccc(C(=O)OC)o3)[nH]c(=O)c2c1C the results were TRPV1 agonist 19, Menin-MLL TR inh 1%, Giardia kill -10, USP2a block -3%, KCNH2 WT inh 6, PKM2 activator -8%, GALK inhibitor 2%, Coupling enz 4, B2AR arrestin -0.7%, CXXC DNA block 27% and KCNH2 3.1 inh 3.
For Cc1ccc(/C=N/NC(=O)c2cccs2)s1 the results were TRPV1 agonist 23, Menin-MLL TR inh 5%, Giardia kill -6, USP2a block 3%, PKM2 activator -6%, GALK inhibitor 1%, Coupling enz -1, B2AR arrestin 0.0%, CXXC DNA block 5% and KCNH2 3.1 inh 6.
`O=C(CCCNC(=O)c1ccc(Cl)cc1)NCc1ccc(F)cc1` gave TRPV1 agonist 11, Menin-MLL TR inh 2%, Giardia kill -27, USP2a block 0%, KCNH2 WT inh -8, PKM2 activator 1%, GALK inhibitor 1%, Coupling enz 0, B2AR arrestin -0.2%, CXXC DNA block 1% and KCNH2 3.1 inh -1.
Cc1cc(NC(=O)Cn2nc(C(F)(F)F)c3c2CCC3)no1 was read as TRPV1 agonist 4, Menin-MLL TR inh -16%, Giardia kill 2, USP2a block 2%, KCNH2 WT inh -2, PKM2 activator -2%, GALK inhibitor 2%, Coupling enz 2, B2AR arrestin 0.1%, CXXC DNA block 8% and KCNH2 3.1 inh -7.
COc1ccccc1NC(=O)c1sc(NC(=O)c2ccco2)c(C#N)c1C was read as TRPV1 agonist 1, Menin-MLL TR inh -1%, Giardia kill -5, USP2a block 2%, KCNH2 WT inh -1, PKM2 activator 0%, GALK inhibitor 0%, Coupling enz 3, B2AR arrestin 0.1%, CXXC DNA block 13% and KCNH2 3.1 inh 13.
CN(C)C(CNC(=O)CCNC(=O)c1ccccc1Cl)c1ccco1 (stereo unspecified) was read as TRPV1 agonist 2, Giardia kill 1, USP2a block 1%, KCNH2 WT inh 11, B2AR arrestin 0.2% and KCNH2 3.1 inh 12.
O=C(CNc1cccc(S(=O)(=O)N2CCCCC2)c1)Nc1ccccc1F was read as TRPV1 agonist 4, Giardia kill -9, USP2a block -1%, KCNH2 WT inh -33, PKM2 activator -2%, GALK inhibitor 4%, B2AR arrestin 0.3%, CXXC DNA block 22% and KCNH2 3.1 inh -5.
For CN(C1CCCCC1)S(=O)(=O)c1ccc(NC(=O)C2CCCCC2C(=O)O)cc1 (stereo unspecified) the results were TRPV1 agonist 2, Menin-MLL TR inh -5%, Giardia kill 8, USP2a block -1%, KCNH2 WT inh -5, PKM2 activator 1%, GALK inhibitor 1%, Coupling enz 11, B2AR arrestin -0.4%, CXXC DNA block 6% and KCNH2 3.1 inh -12.
O=C(/C=C\Nc1cccc(F)c1)c1cccs1 was read as TRPV1 agonist 23, Menin-MLL TR inh 30%, Giardia kill -17, USP2a block 1%, KCNH2 WT inh -7, PKM2 activator -16%, GALK inhibitor 1%, Coupling enz -2, B2AR arrestin 0.1%, CXXC DNA block -5% and KCNH2 3.1 inh -1.
`NS(=O)(=O)c1ccc(NC(=S)NCc2ccco2)cc1` gave TRPV1 agonist 1, Menin-MLL TR inh 6%, Giardia kill -24, USP2a block 4%, KCNH2 WT inh -15, PKM2 activator -1%, GALK inhibitor 6%, Coupling enz 0, B2AR arrestin -0.5%, CXXC DNA block 12% and KCNH2 3.1 inh 5.
CC(=O)c1ccc(OCc2ncc(C(F)(F)F)cc2Cl)cc1 was read as TRPV1 agonist 5, Giardia kill 1, USP2a block 4%, KCNH2 WT inh 0, PKM2 activator 1%, GALK inhibitor 0%, Coupling enz 1, B2AR arrestin 0.1%, CXXC DNA block -7% and KCNH2 3.1 inh -5.
For Cc1ccc(Cc2ccc(C(=O)NNC(N)=S)o2)cc1 the results were TRPV1 agonist 2, Menin-MLL TR inh -6%, Giardia kill 15, USP2a block 0%, KCNH2 WT inh -3, PKM2 activator -2%, GALK inhibitor -1%, Coupling enz 2, B2AR arrestin -0.1%, CXXC DNA block -3% and KCNH2 3.1 inh -21.
COc1ccc(NC(=S)N2CCCC2)cc1OC was read as TRPV1 agonist -2, Menin-MLL TR inh 7%, Giardia kill 17, USP2a block 2%, KCNH2 WT inh -8, PKM2 activator 1%, GALK inhibitor -2%, Coupling enz -3, B2AR arrestin -0.2%, CXXC DNA block -6% and KCNH2 3.1 inh -4.
For COc1ccc(C(=O)N/C(=C/c2ccco2)C(=O)NCc2ccco2)cc1 the results were TRPV1 agonist -2, Menin-MLL TR inh -5%, Giardia kill 1, USP2a block 0%, KCNH2 WT inh 4, PKM2 activator 1%, GALK inhibitor 13%, Coupling enz 0, B2AR arrestin -0.7%, CXXC DNA block 29% and KCNH2 3.1 inh 7.
`COc1ccccc1-c1ccc(Nc2cccc(C(C)=O)c2)nn1` gave TRPV1 agonist -19, Menin-MLL TR inh 39%[activator], Giardia kill 1, USP2a block 1%, KCNH2 WT inh 3, PKM2 activator -11%, GALK inhibitor -1%, Coupling enz 6, B2AR arrestin 0.1%, CXXC DNA block 13% and KCNH2 3.1 inh 0.
For Cc1onc(-c2ccccc2Cl)c1C(=O)Nc1ccc(-n2nncc2-c2ccco2)cc1 the results were TRPV1 agonist -3, Menin-MLL TR inh 0%, Giardia kill 9, USP2a block 2%, KCNH2 WT inh 4, PKM2 activator 4%, GALK inhibitor 1%, Coupling enz 1, B2AR arrestin -1.1%, CXXC DNA block -1% and KCNH2 3.1 inh 8.

The list is partial; the hit share may differ from the screen's.
